miR122 inh: miR-122 Renilla sensor signal increase in Huh7, primary screen, miR-122 inhibitor project, cell-based, single point, plate reader | AID 602342, 2012 | actives 0.3% (n = 340,000) | Huh7 miR-122 Renilla luciferase sensor, 48 h; neutral wells = 0, positive control = 100 | activation (reporter increase), % at 12.5 µM;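 active = mean replicate activation score at least 90 and every replicate individually at or above 90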;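 also: higher luciferase means less miR-122 activity so hits act as miR-122 inhibitors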
Cneo AK release: Cryptococcus neoformans cell lysis inducers, primary screen, AK release luminescence, single concentration | C. neoformans lysis, adenylate kinase release luminescence, 4 h; normalised: neutral wells 0, clomiphene wells 100 | lysis activity, % at 15 µM | actives 0.2% (n = 360,000);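 active = mean lysis activity across replicates of at least 80%, whatever share of replicates individually reach that level; inactive = mean lysis activity below 80%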
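Material – Cryptococcus neoformans yeast cells · Quantity – 5 × 10^6 yeast cells/mL · Buffer or medium – YPD medium · Compound – single dose · Timing – 4 h static compound exposure, 37 °C, read 1 h post-reagent · Signal – adenylate kinase release luminescence · Read-out basis – lysis from increased AK signal · Benchmarks – Clomiphene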
PGC1a acetyl inh: inhibitors of PGC1a acetylation signal, primary screen, cell-based, U2OS, AlphaScreen, inhibitor mode. AlphaScreen anti-acetyl-lysine; with virally co-expressed GCN5 acetyltransferase. inhibition, % at 15.6 µM. actives 0.17% (n = 350,000). AID 651687, 2012;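 active = every replicate shows inhibition of at least 40%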;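 also: 0% = neutral control wells and 100% = positive control wells; some results beyond the cut were filed as inactive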
Casp6 inh: human caspase-6 inhibitors, primary screen, biochemical, VEID-R110 fluorescence, single point, set 2; P55212; purified caspase-6, Z-VEID-R110 cleavage fluorescence; inhibition, % at 12.5 µM; actives 0.53% (n = 350,000); AID 686996, 2013;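 active = mean inhibition across replicates at least about 35%, with every replicate also reaching that limit, limit read from the data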;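 also: 0% = median of neutral control wells and 100% = no fluorescence left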
Target sequence (P55212 24-179 limits assumed): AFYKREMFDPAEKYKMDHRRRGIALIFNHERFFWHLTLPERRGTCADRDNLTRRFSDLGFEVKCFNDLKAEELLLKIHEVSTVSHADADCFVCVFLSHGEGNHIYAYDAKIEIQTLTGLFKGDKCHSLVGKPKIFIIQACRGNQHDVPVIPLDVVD
Target sequence (P55212 194-293 limits assumed): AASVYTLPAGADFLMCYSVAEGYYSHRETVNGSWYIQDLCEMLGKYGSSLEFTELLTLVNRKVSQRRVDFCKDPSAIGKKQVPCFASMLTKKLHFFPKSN
LGR2 antag: inhibitors of bursicon-induced LGR2 CRE-luciferase signal, primary screen, cell-based, HEK293, CRE-luciferase reporter, bursicon stimulation. Drosophila bursicon receptor LGR2 (rickets). bursicon-stimulated, 4 h. inhibition, % at 9.99 µM. actives 0.35% (n = 380,000);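 active = drop in luminescence signal, shown as inhibition above about 50% in the replicate tests, limit read from the data, passing the limit was not always enough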;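 also: agonist challenge used bursicon conditioned medium at about half maximal strength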
PAX8 inh HTS: inhibitors of PAX8-driven TPO luciferase reporter, primary screen, RMG-I cells, single concentration. actives 1.2% (n = 360,000). AID 652154, 2013. SteadyGlo, 24 h. inhibition, % at 12.6 µM;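 active = mean replicate inhibition at least 60% with every replicate also reaching 60%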;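 also: luciferase light reporting Pax8 driven TPO promoter activity; plate controls were median of neutral control wells for no effect and mitoxantrone controls for full effect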
FN deposition inh: inhibitors of fibronectin matrix deposition, primary screen, AH1F cells, Alexa488-fibronectin fluorescence, plate reader | AH1F fibroblasts, overnight | inhibition, % at 12.6 µM | actives 0.086% (n = 350,000) | AID 743247, 2014;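 active = mean inhibition across replicates of 30% or more, regardless of how many single replicates reach that level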;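 also: positive control wells lacked labelled fibronectin entirely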
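Measured by – fluorescence 485/525 nm · System – AH1F fibroblast monolayer, labelled fibronectin deposition · Amount – 10000 cells per well · Buffer or medium – serum-reduced DMEM (2% serum) · Doses – single dose, pinned · Also added – fluorescent fibronectin at 24 nM final · Schedule – 1 h cell attachment, overnight exposure to compound and label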
EWS-Fli block: EWS/Fli-driven NR0B1 reporter inhibitors, primary screen, A673 cells, NR0B1 luciferase, luminescence, MLPCN library; AID 651661, 2012; inhibition, % at 12.6 µM; viability-normalised; actives 0.67% (n = 350,000);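 active = mean inhibition of at least 50% after viability correction, with every replicate also passing that limit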;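 also: firefly luciferase signal divided by Alamar Blue viability fluorescence both relative to DMSO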
* marks the source's active call; other numbers are inactive results; . = no result given; [ ] = another dose, or the depositor's remark. This is a random part of the collection; about 2.5% have a hit in one of these screens.

SMILES	miR122 inh	Cneo AK release	PGC1a acetyl inh	Casp6 inh	LGR2 antag	PAX8 inh HTS	FN deposition inh	EWS-Fli block
Cc1ccc(S(=O)(=O)Nc2ccc3c(c2)C(=O)N([C@@H](C)CO)C[C@H](C)[C@@H](CN(C)S(=O)(=O)c2ccc(Cl)cc2)O3)cc1	.	.	2.0	-0.3	-20.2	-1.9	.	-2.6
Cc1[nH]c2ccccc2c1CC(=O)Nc1ccc(Nc2cccnc2)c(-c2ccc(F)c(F)c2)c1	.	.	.	2.9	7.8	33.2	-3.7	3.5
OCC1C2c3ccccc3C(c3ccccc32)C1CO (configuration not stated)	.	.	.	-2.8	-2.0	-11.5	-1.9	3.8
O=S(=O)(/N=C(/c1ccccc1)N1CCOCC1)c1ccc(Br)cc1	3.5	2.8	0.4	-0.2	-2.0	11.2	-0.6	-1.3
O=C(CC1CCCCC1)c1c(O)c2ccccc2oc1=O	5.3	3.8	.	.	.	16.5	-22.2	.
COc1ccccc1NC(=S)N(CCCN1CCOCC1)Cc1ccccn1	6.1	-1.5	.	.	3.2	0.9	12.1	.
NC(=S)NC(=O)c1ccccc1	.	-1.1	.	-5.9	3.3	-21.4	-0.6	17.3
CNC(=O)C[C@H]1CC[C@@H]2[C@H](COc3ccc(NC(=O)Cc4cccs4)cc3C(=O)N2C)O1	-12.5[16.7 µM]	-1.7	1.7	.	3.5	2.7	-3.1	-4.4
CCOc1cc(S(=O)(=O)n2nc(C)cc2C)ccc1Br	9.7	-0.4	-12.3	1.1	-5.4	-3.4	-0.4	-7.0
CN1C(=O)c2cc(NS(=O)(=O)c3ccccc3Cl)ccc2OC[C@H]2O[C@@H](CC(=O)O)CC[C@@H]21	-5.3[16.7 µM]	-7.3	3.8	24.1	14.2	13.2	2.9	2.6
CO/N=C/c1cccn1-c1nccc(N(C)C)c1C#N	0.3	.	13.7	-1.0	-7.6	9.1	0.8	-1.7
COC(CCN(C)C)(c1ccccc1)c1ccccc1	.	0.9	5.1	-0.7	-8.6	.	.	-13.6
CC(C)CC(=O)N1CCN(c2ccc(NC(=O)c3ccco3)cc2)CC1	.	2.0	.	-0.5	-1.8	-20.3	-0.5	.
CCCC#Cc1ccc2c(c1)O[C@H](CN(C)C(=O)c1ccccn1)[C@@H](C)CN([C@@H](C)CO)S2(=O)=O	32.6[16.7 µM]	3.0	-18.0	4.8	-7.2	.	4.2	1.2
CCC(C)(C)n1nnnc1C(c1cc2cc(C)ccc2[nH]c1=O)N1CCCC1 (configuration not stated)	-4.2	1.6	-5.2	.	-9.1	.	0.4	.
COC(=O)C[C@@H]1C[C@@H]2c3cc(NC(=O)C4CCC4)ccc3O[C@@H]2[C@@H](CO)O1	0.9[16.7 µM]	-26.2	20.9	4.2	-0.1	-5.7	-5.8	0.2
CCc1nnc(SCC(=O)Nc2nc(C)c(C(=O)N(C)C)s2)n1CC	7.0	-1.6	.	0.2	1.0	10.3	.	.
Cc1cc(C)n2nc(C(=O)OCC(=O)N(C)C3CCCCC3)nc2n1	-5.3	1.4	-2.9	6.8	-3.8	1.3	-3.0	-2.5
O=C(c1ccncc1)N1C[C@H]2[C@@H](c3ccccc31)[C@@H](CO)N2C(=O)c1ccncc1	19.9[16.7 µM]	-5.2	10.6	3.0	3.2	-16.4	.	-3.2
CCC(C)N1CCC(Oc2ccc(C(=O)NCc3ccccn3)cc2)CC1 (configuration not stated)	7.9	-3.1	1.4	-6.5	5.3	6.2	-3.4	.
COc1ccccc1N1CCN(S(=O)(=O)/C=C/c2ccccc2)CC1	0.8	-4.8	-20.8	.	-23.3	.	.	.
Cc1cc(CNC(=O)Cc2ccc(F)cc2)c2ccccc2n1	.	.	2.9	-3.6	-0.8	7.8	-12.6	-0.6
Cc1ccccc1CC1(CO)CCCN(Cc2ccccc2Cl)C1 (configuration not stated)	1.4	3.7	6.1	-1.4	-13.9	6.5	4.6	-1.5
C[C@H](CO)N1C[C@H](C)[C@@H](CN(C)Cc2ccc(-c3ccccc3)cc2)Oc2c(cccc2N(C)C)C1=O	5.3[16.7 µM]	4.7	-23.0	-0.2	.	27.6	.	.
CCOC(=O)c1c(NC(=O)CSc2nnnn2-c2ccccc2)sc2c1CC(C)(C)NC2(C)C	3.5	8.0	.	6.6	-5.9	-9.9	.	18.0
CC(=O)N1[C@H](C(=O)NCc2ccccc2F)[C@@H](CO)[C@@H]2Cn3c(ccc(-c4ccccc4)c3=O)[C@@H]21	2.7[16.7 µM]	1.0	-9.8	-3.0	-10.7	2.8	.	-0.1
CC(=O)c1cccc(NC(=O)CN2C(=O)NC(C)(C)C2=O)c1	-4.9	-0.7	1.0	0.7	4.3	-13.2	-10.6	1.2
O=C1CC[C@@H](CN(Cc2ccccn2)Cc2nc(Cc3ccccc3)no2)N1	-2.5	-1.7	-5.6	0.8	20.6	13.0	14.5	-3.5
COc1cc(OC)c(OC)cc1/C=N/NC(=O)CSc1ccccc1F	1.5	1.9	-1.0	0.6	0.7	-18.8	-1.6	6.2
O=C(COc1cccc2cccnc12)NNC(=O)Nc1ccccc1	.	.	.	-0.6	-12.1	-4.2	4.9	-5.3
O=C(NCCCN1CCc2ccccc2C1)C1CCN(c2nnc(-n3cccc3)s2)CC1	.	-1.1	.	-14.3	4.4	8.5	-3.8	4.3
O=C(O)COc1ccccc1/C=N/NC(=O)CSc1nc2ccccc2n1Cc1ccc(Cl)cc1	-1.7	1.4	5.2	29.2	6.9	-11.9	12.7	-5.6
CCCN(CCC)CCCNC(=O)C1CCN(S(=O)(=O)c2cccc3nsnc23)CC1	.	4.1	.	-51.0	10.9	-8.0	-2.1	-2.2
CCN(CC(=O)Nc1ccc2c(c1)OCCO2)C(=O)CC(NC(C)=O)c1ccccc1 (configuration not stated)	8.9	-1.5	9.1	0.7	-7.4	47.4	1.3	-2.7
O=C(N/N=C/c1cccnc1)c1ccccc1	0.1	-1.2	-2.1	-7.5	-47.9	-32.6	-3.3	-10.6
CC(=O)OC1C(=O)N(Cc2ccccc2)C1c1ccc(C)cc1 (configuration not stated)	25.2	-2.4	-14.7	-1.8	-2.6	2.4	-6.5	14.4
CCN(CC(=O)Nc1c(F)cccc1F)C(=O)c1cccnc1SC	-1.0	3.8	3.8	-1.3	-7.3	9.5	-2.9	.
CCOC(=O)c1cnn(C(=O)c2ccccc2)c1N	.	.	.	1.0	-8.4	-5.0	1.9	3.8
O=C(Nc1ccc(F)cc1)C1CCCN(S(=O)(=O)c2ccc3[nH]c(=O)ccc3c2)C1 (configuration not stated)	1.8	4.8	4.9	-1.2	-14.5	10.6	-5.0	5.1
Cc1cccc(Nc2nc(-c3ccncc3)cs2)c1	.	.	.	0.4	-72.5	-41.4	-14.4	-26.5
Clc1cccc(Cc2c(-c3cccc(Br)c3)nc3ccc(Cl)cn23)c1	0.8	-0.4	-3.4	-0.6	-72.6	-159.1	-0.1	-57.3
COCCOC(=O)C1=C(C)N(Cc2ccccc2)C(=O)NC1c1cccc(OC)c1OC (configuration not stated)	-9.8	-2.0	-1.6	.	.	.	21.4	.
COc1cc(C(=O)NC(C)c2ccccc2)ccc1OCC(=O)N1CCOCC1 (configuration not stated)	-3.8	-1.8	2.4	2.3	17.1	2.6	-2.8	-2.4
COc1cccc(NS(=O)(=O)CC23CCC(CC2=O)C3(C)C)c1 (configuration not stated)	14.4	0.2	-6.2	.	.	5.7	-2.5	.
Cc1ccc(S(=O)(=O)N(C)C[C@H]2Oc3c(NC(=O)NC(C)C)cccc3C(=O)N([C@H](C)CO)C[C@@H]2C)cc1	4.3[16.7 µM]	0.0	1.1	-0.2	7.8	4.2	.	-6.2
CC(C)NC(=O)N1C[C@@H]2[C@H](c3ccccc31)[C@@H](CO)N2C(=O)c1ccncc1	18.2[16.7 µM]	0.9	-2.7	3.8	-6.1	-7.5	.	-2.7
O=C(C[C@@H]1C[C@@H]2c3cc(NC(=O)c4ccc5c(c4)OCO5)ccc3O[C@@H]2[C@H](CO)O1)NCCN1CCCCC1	1.6[16.7 µM]	6.6	-8.3	-41.6	8.8	-13.0	-13.8	-11.0
O=Cc1cccn1-c1ccc(O)cc1	-2.7	0.7	-2.3	-2.5	2.5	6.7	-1.1	-2.2

Some of the entries above in a different format:
SMILES | miR122 inh | Cneo AK release | PGC1a acetyl inh | Casp6 inh | LGR2 antag | PAX8 inh HTS | FN deposition inh | EWS-Fli block
COCCOC(=O)C1=C(C)N(Cc2ccccc2)C(=O)NC1c1cccc(OC)c1OC (configuration not stated) | -9.8 | -2.0 | -1.6 | . | . | . | 21.4 | .
COc1cc(C(=O)NC(C)c2ccccc2)ccc1OCC(=O)N1CCOCC1 (configuration not stated) | -3.8 | -1.8 | 2.4 | 2.3 | 17.1 | 2.6 | -2.8 | -2.4
COc1cccc(NS(=O)(=O)CC23CCC(CC2=O)C3(C)C)c1 (configuration not stated) | 14.4 | 0.2 | -6.2 | . | . | 5.7 | -2.5 | .

Full records, looked up by structure. Order of values: miR122 inh	Cneo AK release	PGC1a acetyl inh	Casp6 inh	LGR2 antag	PAX8 inh HTS	FN deposition inh	EWS-Fli block
Entry for CC(=O)OC1C(=O)N(Cc2ccccc2)C1c1ccc(C)cc1 (configuration not stated) = 25.2	-2.4	-14.7	-1.8	-2.6	2.4	-6.5	14.4
Entry for COC(=O)C[C@@H]1C[C@@H]2c3cc(NC(=O)C4CCC4)ccc3O[C@@H]2[C@@H](CO)O1 = 0.9[16.7 µM]	-26.2	20.9	4.2	-0.1	-5.7	-5.8	0.2
Entry for COc1cccc(NS(=O)(=O)CC23CCC(CC2=O)C3(C)C)c1 (configuration not stated) = 14.4	0.2	-6.2	.	.	5.7	-2.5	.

Next compounds follow:
SMILES	miR122 inh	Cneo AK release	PGC1a acetyl inh	Casp6 inh	LGR2 antag	PAX8 inh HTS	FN deposition inh	EWS-Fli block
COCC(C)OC(=O)c1c(N)n(CCCN2CCOCC2)c2nc3ccccc3nc12 (configuration not stated)	-3.8	0.2	-7.0	0.8	4.7	3.0	6.3	10.1
CN(C)C(=O)c1ccc(-c2ccc([C@H]3[C@H]4CN(C(=O)C5CCCC5)CC(=O)N4[C@H]3CO)cc2)cc1	.	.	5.5	5.0	-3.0	-23.9	-6.4	6.7
COc1ccc(S(=O)(=O)Nc2cccc3c2O[C@@H](CN(C)C(=O)Nc2c(C)noc2C)[C@H](C)CN([C@@H](C)CO)C3=O)cc1	-5.1[16.7 µM]	-1.4	8.0	-3.6	2.4	.	.	-5.4
O=C(NCc1nc2ccccc2[nH]1)C1=C[C@H](c2ccc(Br)cc2)C[C@H](OCc2ccc(CO)cc2)O1	.	-8.0	.	1.4	-3.5	21.6	7.2	2.5
NC(=O)c1ccc(N2CCN(S(=O)(=O)c3ccccc3)CC2)c([N+](=O)[O-])c1	-6.0	-1.2	15.1	-4.6	18.5	9.5	-13.1	13.8
CC(=O)C1=C(C)N(Cc2ccccc2)C(=O)N[C@H]1c1cccs1	.	-0.5	.	-0.4	1.7	-4.3	0.7	-3.5
COc1ccc(S(=O)(=O)Nc2cc(SCC(=O)O)c(O)c3ccccc23)cc1	28.0	-0.3	1.2	93.3*	-13.6	-13.5	5.6	-1.0
O=C(NN1C(=O)/C(=C/c2cccnc2)SC1=S)C(c1ccccc1)c1ccccc1	-5.1	.	6.0	1.3	20.8	.	.	12.6

From PubChem
